Screens deposited in PubChem BioAssay by several laboratories.
Ecoli viability – reduces bacterial viability in AddAB counter-screen. actives 0.27% (n = 330,000). E. coli V3065 growth, OD600 absorbance, 18 h. inhibition, % at 11.9 µM;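 active = inhibition above the campaign's mean inhibition across all tested compounds plus 3 SD, cut at about 9.9% in these data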;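 also: uninfected addAB+ strain grown without phage in ampicillin broth; 0% = DMSO wells and 100% = ciprofloxacin 0.95 µg/ml wells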
DAGLB inh – diacylglycerol lipase beta (human) inhibition; HEK293T DAGLB membrane lysate, EnzChek fluorogenic substrate; Q8NCG7; inhibition, % at 5.17 µM; AID 504411; actives 0.059% (n = 340,000); in the data active = inhibition above about 34%;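 also: 0% = enzyme with vehicle and 100% = wells lacking enzyme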
Target sequence (Q8NCG7 whole entry, looked up): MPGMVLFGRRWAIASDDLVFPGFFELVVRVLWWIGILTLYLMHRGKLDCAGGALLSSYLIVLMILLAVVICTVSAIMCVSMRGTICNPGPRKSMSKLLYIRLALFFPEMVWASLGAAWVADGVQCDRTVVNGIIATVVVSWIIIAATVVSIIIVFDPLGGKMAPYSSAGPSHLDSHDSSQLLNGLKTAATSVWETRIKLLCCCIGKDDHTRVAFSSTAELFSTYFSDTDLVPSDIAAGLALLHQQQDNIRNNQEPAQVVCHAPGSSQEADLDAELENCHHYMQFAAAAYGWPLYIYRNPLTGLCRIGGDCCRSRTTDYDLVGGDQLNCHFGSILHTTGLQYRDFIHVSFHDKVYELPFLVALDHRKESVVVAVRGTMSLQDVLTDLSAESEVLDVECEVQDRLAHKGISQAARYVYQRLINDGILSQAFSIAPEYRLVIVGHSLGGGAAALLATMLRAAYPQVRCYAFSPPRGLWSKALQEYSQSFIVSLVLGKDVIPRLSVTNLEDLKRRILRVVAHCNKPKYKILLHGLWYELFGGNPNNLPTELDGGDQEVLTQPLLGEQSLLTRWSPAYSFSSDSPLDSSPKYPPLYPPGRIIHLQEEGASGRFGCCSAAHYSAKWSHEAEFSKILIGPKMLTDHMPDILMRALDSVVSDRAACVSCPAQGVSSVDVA
CAL PDZ inh – inhibitors of human CAL PDZ peptide binding | AID 504414 | purified CAL PDZ, TMR-peptide fluorescence polarization, 1 h | Q9HD26 | actives 0.02% (n = 330,000) | inhibition, % at 20 µM;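 active = highest replicate inhibition of at least 40%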;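 also: plate controls were DMSO neutral control wells for no effect and unlabeled competitor peptide control wells for full effect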
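Test system: purified CerCALP PDZ construct; Compound dosing: one concentration, 20 µM compound; Also added: TMR-labelled reporter peptide T*-PRC34 bound in PDZ groove; Read-out: inhibition from polarization loss; Controls: unlabelled peptide and DMSO controls; Signal: FP readout, S and P plane fluorescence; Incubation: 1 h at RT.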
Tat transport – blocks Tat-dependent protein export in E. coli. E. coli MC4100 TorA-mCherry Tat export, fluorescence. inhibition, % at 10 µM. actives 0.036% (n = 340,000);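 active = mean replicate inhibition at least 50% and at least half of replicates individually reaching 50%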;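 also: exported cargo escapes ClpAP degradation while cytoplasmic cargo is degraded and loses fluorescence; 0% = median of neutral control wells and 100% = median of NaSCN control wells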
Wnt act – activates Wnt/beta-catenin signaling in a reporter cell assay | activator, plate reader | activation, % at 9.35 µM | actives 1.2% (n = 300,000) | AID 743398; in the data active = activation above about 30%, passing the limit was not always enough;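 also: 0% = neutral control wells and 100% = positive control wells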
phage Ecoli inh – E. coli growth loss with phage present; growth absorbance; actives 0.26% (n = 360,000); inhibition, % at 11.9 µM; in the data active = inhibition above about 11%
PfHsp90 yeast 2 – growth inhibition of yeast expressing Plasmodium Hsp90. actives 0.32% (n = 310,000). inhibition, % at 9.4 µM. AID 504621. S. cerevisiae expressing PfHsp90, BacTiter-Glo ATP, 48 h; yeast lacking PDR1 and PDR3 efflux regulators;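 active = every replicate shows inhibition above about 80%, whatever the replicate mean, limit read from the data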;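 also: 0% = DMSO neutral controls and 100% = 20 µM radicicol positive controls; yeast relying on Plasmodium falciparum Hsp90 in place of its own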
Rtt109 Vps75 – blocks Candida albicans Rtt109/Vps75 acetyltransferase activity; actives 0.16% (n = 330,000); Q5AAJ8; inhibition, % at 34.9 µM; purified Rtt109/Vps75, ThioGlo CoA-SH fluorescence, 4 h;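 active = inhibition of at least 50% in every replicate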
Target sequence (Q5AAJ8 whole entry, looked up): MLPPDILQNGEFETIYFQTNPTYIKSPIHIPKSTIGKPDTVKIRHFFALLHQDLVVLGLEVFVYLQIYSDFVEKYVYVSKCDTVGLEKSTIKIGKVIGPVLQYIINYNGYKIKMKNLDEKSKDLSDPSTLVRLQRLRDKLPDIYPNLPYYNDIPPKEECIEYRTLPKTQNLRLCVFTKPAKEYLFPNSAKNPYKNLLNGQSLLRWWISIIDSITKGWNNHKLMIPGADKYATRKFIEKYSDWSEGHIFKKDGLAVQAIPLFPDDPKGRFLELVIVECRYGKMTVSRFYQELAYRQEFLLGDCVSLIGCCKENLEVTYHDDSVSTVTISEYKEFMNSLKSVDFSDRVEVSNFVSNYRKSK
AddAB inh – less growth of phage-infected E. coli with AddAB | E. coli expressing H. pylori AddAB, absorbance growth | inhibition, % at 11.9 µM | actives 0.29% (n = 330,000) | AID 435030; in the data active = inhibition above about 12%;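 also: 0% = vehicle wells of infected cells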
PvdQ inh – P. aeruginosa PvdQ acylase inhibition; purified PvdQ acylase, fluorescence plate reader; inhibition, % at 10 µM; actives 0.063% (n = 340,000); in the data active = inhibition above about 30%, passing the limit was not always enough;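 also: 0% = vehicle neutral wells and 100% = reference inhibitor wells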
An asterisk follows results filed as active.

O=C(NCc1ccc(F)cc1)C1CCCN(C(=O)NCc2ccccc2)C1 (stereo not given) was read as Ecoli viability 0.6, DAGLB inh -1, CAL PDZ inh -1.1, Tat transport -1, Wnt act -1, phage Ecoli inh 0.0, PfHsp90 yeast 2 7, Rtt109 Vps75 6, AddAB inh 2.1 and PvdQ inh -3.
Screening COc1ccc(-c2cc(=O)c3cc(OC)ccc3o2)cc1 returned Ecoli viability 1.0, DAGLB inh -4, CAL PDZ inh -0.7, Tat transport 2, Wnt act 8, phage Ecoli inh 1.7, PfHsp90 yeast 2 8, Rtt109 Vps75 -1, AddAB inh 5.5 and PvdQ inh -11.
For Cc1cc(C)n2nc(-c3sccc3-n3cccc3)cc2n1 the results were Ecoli viability 1.0, DAGLB inh -7, CAL PDZ inh -0.8, Tat transport -3, phage Ecoli inh 2.9, PfHsp90 yeast 2 -3, Rtt109 Vps75 -12, AddAB inh 3.2 and PvdQ inh -7.
`O=C(COc1ccccc1[N+](=O)[O-])N1CCN(c2ccccn2)CC1` gave Ecoli viability 0.9, DAGLB inh 0, CAL PDZ inh -4.0, Tat transport -2, Wnt act 1, phage Ecoli inh 3.3, Rtt109 Vps75 -7, AddAB inh -0.8 and PvdQ inh -7.
Cc1ccc(-c2noc(CNC(=O)c3ccc4c(c3)OCO4)n2)cc1 was read as Ecoli viability 2.8, DAGLB inh -7, CAL PDZ inh -2.4, Tat transport -2, Wnt act 0, phage Ecoli inh 2.5, PfHsp90 yeast 2 19, Rtt109 Vps75 10, AddAB inh 4.9 and PvdQ inh 7.
CCOC(=O)CSc1nc2ccccc2n1CC(=O)N(C(C)C)C(C)C was read as Ecoli viability 1.0, DAGLB inh 0, CAL PDZ inh -1.7, Tat transport -4, Wnt act 1, PfHsp90 yeast 2 -5, Rtt109 Vps75 -4, AddAB inh 2.7 and PvdQ inh 3.
`CC1(C)NC(=O)N(CC(=O)OCC(=O)NC(=O)c2ccccc2)C1=O` gave Ecoli viability 1.8, DAGLB inh 1, CAL PDZ inh 1.0, Tat transport -7, Wnt act -3, phage Ecoli inh 1.6, Rtt109 Vps75 -7, AddAB inh 0.2 and PvdQ inh -13.
COc1ccc(Nc2nc(-c3cccs3)nc3ccccc23)c(OC)c1 was read as Ecoli viability 1.6, DAGLB inh -5, CAL PDZ inh 0.5, Tat transport -10, Wnt act 1, phage Ecoli inh 3.0, PfHsp90 yeast 2 5, Rtt109 Vps75 -3, AddAB inh 0.2 and PvdQ inh -7.
For COc1ccc(Cl)cc1NC(=O)C1Cc2ccccc2CN1S(C)(=O)=O (stereo not given) the results were Ecoli viability -3.1, DAGLB inh -1, CAL PDZ inh -1.6, Tat transport -7, Wnt act -2, phage Ecoli inh -1.2, PfHsp90 yeast 2 10, Rtt109 Vps75 10, AddAB inh -0.3 and PvdQ inh 10.
Screening O=C(CSc1nccn1-c1ccccc1)Nc1ccc2c(c1)OCO2 returned Ecoli viability -1.3, DAGLB inh -3, Tat transport -1, Wnt act 6, phage Ecoli inh 2.1, PfHsp90 yeast 2 9, Rtt109 Vps75 2, AddAB inh 0.2 and PvdQ inh 5.
For CC(C)N(Cc1cc2ccccc2[nH]c1=O)C(=O)C(C)(C)C the results were Ecoli viability 1.8, DAGLB inh 2, CAL PDZ inh 0.8, Tat transport -3, phage Ecoli inh 2.0, PfHsp90 yeast 2 -29, Rtt109 Vps75 0, AddAB inh 3.9 and PvdQ inh -22.
CCC(C)n1[nH]c(=O)c2c(C)cc(C)nc21 (stereo not given) was read as Ecoli viability -0.5, DAGLB inh -2, CAL PDZ inh -1.4, Tat transport 8, Wnt act -7, phage Ecoli inh 2.7, PfHsp90 yeast 2 -15, Rtt109 Vps75 2, AddAB inh 0.2 and PvdQ inh -1.
Cc1c(OCC(=O)NCCCn2ccnc2)ccc2c3c(c(=O)oc12)CCC3 was read as Ecoli viability -4.1, DAGLB inh 0, CAL PDZ inh -0.1, Tat transport 7, Wnt act -1, phage Ecoli inh 1.7, PfHsp90 yeast 2 -15, Rtt109 Vps75 0, AddAB inh 2.9 and PvdQ inh -14.
COc1ccc(C(=O)O)cc1S(=O)(=O)NC(C)(C)C was read as Ecoli viability -1.7, DAGLB inh 2, CAL PDZ inh 0.3, Tat transport 1, Wnt act 1, phage Ecoli inh -0.4, PfHsp90 yeast 2 20, Rtt109 Vps75 32, AddAB inh 2.2 and PvdQ inh 3.
COc1ccc(OC)c(N(CC(=O)NC2CC2)S(=O)(=O)c2ccc(C)cc2)c1 was read as Ecoli viability -0.8, DAGLB inh -1, CAL PDZ inh 0.0, Tat transport -6, Wnt act -5, phage Ecoli inh 2.8, PfHsp90 yeast 2 10, Rtt109 Vps75 -2, AddAB inh -0.6 and PvdQ inh -9.
Screening Cc1ccc(-c2csc(Nc3ccccc3)[n+]2CCc2ccccc2)cc1 returned Ecoli viability -0.2, DAGLB inh -21, CAL PDZ inh 0.5, Tat transport 7, Wnt act -1, phage Ecoli inh -0.1, PfHsp90 yeast 2 11, Rtt109 Vps75 -2, AddAB inh 2.0 and PvdQ inh -10.
For OCCN(Cc1ccccc1)CC(O)COc1ccc(-c2ccccc2)cc1 (stereo not given) the results were Ecoli viability -1.2, DAGLB inh -1, CAL PDZ inh -0.3, Tat transport 18, phage Ecoli inh -0.9, PfHsp90 yeast 2 -19, AddAB inh 0.0 and PvdQ inh -10.
`Cc1cc(C(=O)N/N=C/c2c(C)nn(-c3ccccc3)c2C)n[nH]1` gave Ecoli viability 0.0, DAGLB inh 2, CAL PDZ inh 0.4, Tat transport 8, Wnt act -1, phage Ecoli inh 0.9, PfHsp90 yeast 2 -16, Rtt109 Vps75 0, AddAB inh 1.8 and PvdQ inh -1.
`CC(C)CCN(CC(=O)NC1CCCC1)C(=O)C(=O)Nc1ccc2c(c1)OCCO2` gave Ecoli viability -0.9, DAGLB inh -1, CAL PDZ inh -1.6, Tat transport -11, Wnt act -1, phage Ecoli inh 2.5, PfHsp90 yeast 2 -8, Rtt109 Vps75 9, AddAB inh 2.3 and PvdQ inh -4.
Screening Cc1ccc2ccc3cccc4ccc1c2c34 returned Ecoli viability 0.5, DAGLB inh -4, CAL PDZ inh -0.7, Tat transport 1, Wnt act -2, phage Ecoli inh 1.2, PfHsp90 yeast 2 0, Rtt109 Vps75 10, AddAB inh 3.0 and PvdQ inh -12.

The list goes on; it opens with the three that closed the last part.
`Cc1cc(C(=O)N/N=C/c2c(C)nn(-c3ccccc3)c2C)n[nH]1` gave Ecoli viability 0.0, DAGLB inh 2, CAL PDZ inh 0.4, Tat transport 8, Wnt act -1, phage Ecoli inh 0.9, PfHsp90 yeast 2 -16, Rtt109 Vps75 0, AddAB inh 1.8 and PvdQ inh -1.
`CC(C)CCN(CC(=O)NC1CCCC1)C(=O)C(=O)Nc1ccc2c(c1)OCCO2` gave Ecoli viability -0.9, DAGLB inh -1, CAL PDZ inh -1.6, Tat transport -11, Wnt act -1, phage Ecoli inh 2.5, PfHsp90 yeast 2 -8, Rtt109 Vps75 9, AddAB inh 2.3 and PvdQ inh -4.
Screening Cc1ccc2ccc3cccc4ccc1c2c34 returned Ecoli viability 0.5, DAGLB inh -4, CAL PDZ inh -0.7, Tat transport 1, Wnt act -2, phage Ecoli inh 1.2, PfHsp90 yeast 2 0, Rtt109 Vps75 10, AddAB inh 3.0 and PvdQ inh -12.
For Cc1nc(C(=O)NNC(=O)c2c(-c3c(Cl)cccc3Cl)noc2C)cs1 the results were Ecoli viability -5.8, DAGLB inh -2, CAL PDZ inh -0.7, Tat transport 2, Wnt act -3, phage Ecoli inh -0.4, PfHsp90 yeast 2 15, Rtt109 Vps75 0, AddAB inh -0.6 and PvdQ inh -11.
Screening CCCCOc1ccc(C(=O)C(CN2CCOCC2)c2ccccc2)cc1 (stereo not given) returned Ecoli viability -3.3, DAGLB inh 0, CAL PDZ inh -2.3, Tat transport 4, phage Ecoli inh 0.9, PfHsp90 yeast 2 -14, Rtt109 Vps75 0, AddAB inh 0.4 and PvdQ inh -8.
Screening C=CCC[C@@H](Cc1ccc(F)cc1)C(=O)OC[C@@H](NC(=O)[C@@H](CC=C)CC(=O)N[C@H](CO)Cc1ccccc1)C(C)(C)C returned Ecoli viability 0.0, DAGLB inh -7, CAL PDZ inh -0.1, Tat transport -2, Wnt act -5, phage Ecoli inh 1.9, PfHsp90 yeast 2 -8, Rtt109 Vps75 -4, AddAB inh 3.0 and PvdQ inh 6.
For Cc1cccc(Cl)c1NC(=S)NN the results were Ecoli viability 0.0, DAGLB inh -3, CAL PDZ inh -0.5, Tat transport -5, Wnt act -1, phage Ecoli inh 2.4, PfHsp90 yeast 2 2, Rtt109 Vps75 -2, AddAB inh 7.4 and PvdQ inh -4.
For O=C(O)C1CCCN1S(=O)(=O)c1cccc2nsnc12 (stereo not given) the results were Ecoli viability -1.9, DAGLB inh 1, CAL PDZ inh -0.3, Tat transport 2, Wnt act -3, phage Ecoli inh 4.0, PfHsp90 yeast 2 5, Rtt109 Vps75 13, AddAB inh 1.7 and PvdQ inh 16.
`CCc1nc(Nc2cccc(O)c2)c2oc3ccccc3c2n1` gave DAGLB inh -1, CAL PDZ inh -3.8, Tat transport -4, PfHsp90 yeast 2 5, Rtt109 Vps75 7 and PvdQ inh -29.
For Cc1ccc(S(=O)(=O)c2cn(Cc3ccc(F)cc3)c3cc4c(cc3c2=O)OCO4)cc1 the results were Ecoli viability -0.3, DAGLB inh -1, CAL PDZ inh -3.3, Tat transport 3, phage Ecoli inh -0.7, PfHsp90 yeast 2 18, Rtt109 Vps75 -4, AddAB inh 5.1 and PvdQ inh 6.
Cc1cccc(NC(=O)CSc2cn[nH]n2)c1 was read as Ecoli viability -1.0, DAGLB inh 0, CAL PDZ inh -2.1, Tat transport 1, Wnt act -3, phage Ecoli inh -0.1, PfHsp90 yeast 2 5, Rtt109 Vps75 -3, AddAB inh 1.7 and PvdQ inh -23.
Screening CN(C)[C@@H](CO)c1nnc([C@H](CC(=O)O)NC(=O)C2CCNCC2)o1 returned Ecoli viability -1.5, DAGLB inh 3, CAL PDZ inh -0.7, Tat transport -9, Wnt act -1, phage Ecoli inh 0.8, PfHsp90 yeast 2 -3, Rtt109 Vps75 -10, AddAB inh 1.6 and PvdQ inh -10.
`CC1CCCN(C(=O)COC(=O)CNS(=O)(=O)c2ccc3ccccc3c2)C1` (stereo not given) gave Ecoli viability -1.6, DAGLB inh 0, CAL PDZ inh -2.2, Tat transport 8, Wnt act 0, phage Ecoli inh -0.3, PfHsp90 yeast 2 2, Rtt109 Vps75 -3, AddAB inh 4.5 and PvdQ inh 2.
CC1CCCC(C)N1C(=O)CSc1nnnn1-c1cccc2c1CCCC2 (stereo not given) was read as Ecoli viability 1.7, DAGLB inh -5, CAL PDZ inh -2.0, Tat transport 10, Wnt act 1, phage Ecoli inh 1.7, PfHsp90 yeast 2 9, Rtt109 Vps75 -7, AddAB inh 1.9 and PvdQ inh -7.
For COc1cccc(Cl)c1NC(=O)N1CCc2c([nH]c3ccccc23)C1C(F)(F)F (stereo not given) the results were Ecoli viability 1.3, DAGLB inh -8, CAL PDZ inh -0.4, Tat transport -2, Wnt act -1, phage Ecoli inh 1.6, PfHsp90 yeast 2 -1, Rtt109 Vps75 2, AddAB inh -0.1 and PvdQ inh -2.
Screening COc1ccc(Nc2oc(-c3ccc(OC)cc3)nc2C#N)cc1 returned Ecoli viability -1.9, DAGLB inh -1, CAL PDZ inh -0.4, Tat transport 0, Wnt act 32*, phage Ecoli inh 3.3, PfHsp90 yeast 2 21, Rtt109 Vps75 -1, AddAB inh 4.1 and PvdQ inh -16.
